# rCAG binder = molecules binding r(CAG) RNA repeats; inhibition, % at 3 µM; hit rate 1.3% among 370,000; r(CAG) RNA repeat, TO-PRO-1 dye displacement fluorescence;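 active means inhibition above the plate cutoff, the mean of all test compounds on that plate plus 3 SD, cut at about 35% in these data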;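 further: 0% = DMSO alone and 100% = 100 µM mitoxantrone as full dye displacement; higher means more dye released from RNA so lower well fluorescence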
# TCR-CD3 inh = blocks the human TCR-CD3 interaction | TAMRA-labeled TCR probe fluorescence, biochemical | inhibition, % at 9.4 µM | hit rate 0.37% among 360,000 | AID 651800; in the data active means inhibition above about 19%;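 further: recombinant mutant TCR 2C K166C tagged with TAMRA read by polarization; 0% = receptor in buffer alone and 100% = receptor with positive control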
# SIAE inh = inhibitors of human sialic acid acetylesterase SIAE | Q9HAT2 | SIAE FP-Rh probe binding, fluorescence polarization | inhibition, % at 9.66 µM | hit rate 0.69% among 370,000 | AID 1053197;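 active means inhibition above a cutoff: mean of compounds within the control limits plus 3 SD of those, cut at about 17% in these data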;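 further: 0% = plate median of compound wells and 100% = probe without SIAE protein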
# MBD2 inh = blocks human MBD2 binding to methylated DNA; AID 686964; hit rate 0.31% among 370,000; TR-FRET, MBD2 binding to methylated oligonucleotide; Q9UBB5; inhibition, % at 4.4 µM; in the data active means inhibition above about 13%
# LEDGF integ inh = blocks HIV-1 LEDGF/p75-dependent DNA integration; inhibition, % at 3.7 µM; hit rate 0.64% among 370,000; TR-FRET IN-LEDGF/p75 DNA integration, Eu/Cy5;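 active means inhibition above the screen-wide mean plus 3 SD, cut at about 13% in these data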;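 further: signal is the Cy5 over europium emission ratio at 671 and 618 nm; 0% = plate median of compound wells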
# NPR2 activator = GC-B (human) receptor activation; P20594; activation, % at 10 µM; hit rate 0.11% among 370,000; HEK293-GC-B cells, CNP EC30, cGMP TR-FRET; 0% at EC30 CNP, 100% saturating CNP; AID 1920062;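 active means activation at 10 µM reaching about 35% in either raw or pattern-adjusted values, limit read from the data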
# Target sequence (P20594 whole entry, looked up): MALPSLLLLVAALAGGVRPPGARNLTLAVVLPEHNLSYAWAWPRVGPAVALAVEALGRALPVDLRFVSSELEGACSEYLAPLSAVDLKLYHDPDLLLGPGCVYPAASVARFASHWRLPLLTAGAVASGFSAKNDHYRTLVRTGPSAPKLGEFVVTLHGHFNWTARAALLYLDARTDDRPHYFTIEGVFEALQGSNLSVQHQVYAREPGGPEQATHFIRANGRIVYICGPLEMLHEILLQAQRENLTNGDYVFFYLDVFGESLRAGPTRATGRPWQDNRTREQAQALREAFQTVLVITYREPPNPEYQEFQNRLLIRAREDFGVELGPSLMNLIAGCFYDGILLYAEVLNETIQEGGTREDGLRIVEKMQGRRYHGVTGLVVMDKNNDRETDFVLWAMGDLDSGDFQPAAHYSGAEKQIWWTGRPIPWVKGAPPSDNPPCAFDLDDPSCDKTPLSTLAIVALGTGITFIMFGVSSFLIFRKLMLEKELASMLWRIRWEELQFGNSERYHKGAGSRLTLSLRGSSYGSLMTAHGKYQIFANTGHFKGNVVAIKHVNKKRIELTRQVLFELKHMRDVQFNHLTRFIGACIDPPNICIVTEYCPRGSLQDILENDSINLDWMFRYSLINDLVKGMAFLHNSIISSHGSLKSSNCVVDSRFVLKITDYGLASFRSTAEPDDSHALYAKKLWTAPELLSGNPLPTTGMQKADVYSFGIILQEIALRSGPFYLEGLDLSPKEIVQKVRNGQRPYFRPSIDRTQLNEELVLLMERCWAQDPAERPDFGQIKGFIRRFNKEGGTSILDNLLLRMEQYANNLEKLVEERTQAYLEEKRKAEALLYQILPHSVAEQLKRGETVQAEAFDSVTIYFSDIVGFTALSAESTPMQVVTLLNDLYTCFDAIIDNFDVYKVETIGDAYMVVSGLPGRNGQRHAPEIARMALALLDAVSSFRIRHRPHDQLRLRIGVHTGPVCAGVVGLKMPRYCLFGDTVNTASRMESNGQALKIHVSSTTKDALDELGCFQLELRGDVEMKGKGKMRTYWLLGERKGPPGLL
# HTRA1 inhibitor = inhibitors of human serine peptidase HTRA1. recombinant HTRA1, FP-rhodamine activity-based probe, fluorescence polarization. hit rate 0.5% among 340,000. inhibition, % at 5.96 µM. AID 504803; in the data active means inhibition above about 36%;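 further: 0% = enzyme with DMSO and 100% = wells lacking enzyme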
# TDP2 absorb = TDP2 (human) inhibition, absorbance primary screen | recombinant TDP2, T5PNP hydrolysis, p-nitrophenol absorbance 415 nm | inhibition, % at 12.8 µM | hit rate 0.34% among 370,000;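 active means inhibition above the mean of all tested compounds plus 3 SD, set per campaign, cut at about 25% in these data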;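 further: 0% = DMSO with enzyme and 100% = buffer with substrate but no TDP2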
#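 Test system: Human TDP2 enzyme | Reagent: 5 mM T5PNP | Compound dosing: 12.8 µM single point, 1% DMSO | Incubation: Enzyme reaction with compound for 2 h at 37 °C | Technique: p-Nitrophenol epi absorbance | Read-out: % inhibition relative to enzyme-containing and enzyme-free wells | Benchmarks: High control without enzyme, low control DMSO plus TDP2 | Replicates: Singlicate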
# PRMT1 FP inh = PRMT1 (human) inhibition, primary screen; Q99873; recombinant PRMT1, activity-based probe fluorescence polarization; inhibition, % at 2.79 µM; hit rate 1.3% among 370,000; AID 652257;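 active means inhibition above about 21% made by adding two undisclosed values, limit read from the data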
# ABHD4 inh = ABHD4 (mouse) inhibition, primary FP screen. Q8VD66. AID 720543. purified mABHD4, FP-Rh probe fluorescence polarization. inhibition, % at 8.92 µM. hit rate 0.54% among 370,000;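 active means inhibition exceeding the mean over every tested compound plus 3 SD, cut at about 30% in these data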;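 further: 0% = plate median of compound wells and 100% = S159A mutant with DMSO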
#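 Doses – 8.92 µM, single dose · Material – wild-type mouse ABHD4 protein · Replication – single well per compound (singlicate) · Measure – percent inhibition of probe binding, normalized to plate controls · Schedule – 45 min compound pre-incubation plus 60 min probe step, 25 °C · Detection – fluorescence polarization with parallel and perpendicular emission, 525/598 nm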
# Starred values were filed as active, the others as inactive; · = no result given. Some of the compounds tested; rates above refer to the full screens.
SMILES,rCAG binder,TCR-CD3 inh,SIAE inh,MBD2 inh,LEDGF integ inh,NPR2 activator,HTRA1 inhibitor,TDP2 absorb,PRMT1 FP inh,ABHD4 inh
CC(=O)N1CCCc2cc(S(=O)(=O)N3CCCC(C(=O)Nc4cccc(F)c4)C3)ccc21 (centres undefined),3,2,0,-6,1,4,1,12,2,4
C=CCSc1nc(NC)c2sccc2n1,1,6,-4,-2,-2,1,-1,0,-3,3
CC(NC(=O)c1ccco1)C(=O)OC(C)C(=O)NCc1ccccc1 (centres undefined),-2,-2,0,-1,-5,5,2,-1,3,-2
CN(CC(=O)Nc1cccc(F)c1)C(=O)c1cn(-c2ccccc2)nc1-c1ccc(Cl)cc1,11,-3,-93,4,-4,-7,-97,-8,4,-71
CCOC(=O)C1C(=O)CC(C)(O)C(C(=O)OCC)C1c1ccc(C)s1 (centres undefined),-7,0,5,-1,2,-1,-3,5,-1,-6
CN(C)S(=O)(=O)c1ccc(NC(=O)C2CC3C=CC2C3)cc1 (centres undefined),-1,-3,7,-2,2,5,1,-1,-1,10
O=C(COc1ccc(Br)cc1Br)NC1CCS(=O)(=O)C1 (centres undefined),-7,8,12,4,0,-2,1,5,-3,5
Cc1c(C(=O)NCC(c2ccco2)N(C)C)oc2c(Cl)cccc12 (centres undefined),0,-2,1,1,-1,5,-5,3,3,6
CCCn1c(=O)[nH]c(=O)c2c1nc(-c1ccc(C#N)cc1)n2CCOC,-3,-5,17*,-6,-3,-5,3,4,1,5
Cc1ccccc1-c1nsc(SCC(=O)NCc2ccc3c(c2)OCO3)n1,-5,4,-4,3,0,-1,-15,-6,-2,-3
Cc1nc2c(C#N)c[nH]n2c(=O)c1Cc1ccccc1,3,2,14,-2,-2,-4,0,9,-1,-4
O=C(Cc1ccccc1Cl)Nc1ccc(S(=O)(=O)N2CCOCC2)cc1,-3,-1,1,3,-3,4,-1,1,-3,-2

# For reference, some entries already given:
SMILES,rCAG binder,TCR-CD3 inh,SIAE inh,MBD2 inh,LEDGF integ inh,NPR2 activator,HTRA1 inhibitor,TDP2 absorb,PRMT1 FP inh,ABHD4 inh
CC(=O)N1CCCc2cc(S(=O)(=O)N3CCCC(C(=O)Nc4cccc(F)c4)C3)ccc21 (centres undefined),3,2,0,-6,1,4,1,12,2,4
C=CCSc1nc(NC)c2sccc2n1,1,6,-4,-2,-2,1,-1,0,-3,3
CC(NC(=O)c1ccco1)C(=O)OC(C)C(=O)NCc1ccccc1 (centres undefined),-2,-2,0,-1,-5,5,2,-1,3,-2

# Going on with the list.
SMILES,rCAG binder,TCR-CD3 inh,SIAE inh,MBD2 inh,LEDGF integ inh,NPR2 activator,HTRA1 inhibitor,TDP2 absorb,PRMT1 FP inh,ABHD4 inh
O=C1c2ccccc2C(=O)C1C1=Nc2ccccc2NC(c2ccccc2)C1 (centres undefined),-6,0,0,-3,2,8,·,14,-2,4
CCOC(=O)c1c(C(F)(F)F)cc(-c2ccc(F)cc2)nc1C,1,-3,-4,-6,2,-3,3,-18,-4,-8
CCc1nc2nc(C)cc(Nc3cccc(C(F)(F)F)c3)n2n1,-3,-1,4,3,-2,0,5,0,-2,-1
CC(C)COc1ccc(C/C(N)=N/n2cnnc2)cc1,-8,5,2,-3,-4,2,5,-10,-1,6
Cc1ccccc1-n1nc2c(c1NC(=O)C(C)C)CS(=O)(=O)C2,2,2,3,9,5,-1,10,-21,6,-9
Cn1c(=O)c2cnc(-c3ccc(C(F)(F)F)cc3)nc2n(C)c1=O,0,-4,3,-2,1,2,-5,3,-1,-2
O=C(NCCCO)C12CC3CC(CC(C3)C1)C2,2,3,6,-1,-1,0,0,3,3,-3
COC(=O)Nc1ccc(S(=O)(=O)N(C)C)cc1,-2,0,-10,-2,0,0,4,2,1,1
O=C(CC1SCCNC1=O)Nc1ccc(Cl)c(Cl)c1 (centres undefined),5,-8,4,1,-1,-8,-7,-7,3,7
COc1ccc(N/N=C2/CCCCC2=O)cc1,0,-6,5,5,-3,-6,4,-2,33*,-7
O=C(Nc1ccc2c(c1)nc1n2CCOC1)c1ccccc1,1,-4,4,-2,-1,6,-6,10,-4,4
O=C(CNC(=O)c1ccccc1F)N/N=C/c1cn[nH]c1-c1ccccc1,-2,-8,-3,3,0,-6,6,2,2,2
Cc1ccc(NCSc2ccc(Cl)cc2)cc1,3,4,6,3,2,-1,5,6,1,5
CCCCCn1c2c(c(=N)c3ccccc31)CCC2,8,0,1,5,-4,0,6,-7,0,4
CON(Cc1ccccc1)S(=O)(=O)c1ccccc1Br,3,0,2,-6,4,0,·,-13,-1,-9
COCCNC(=O)C1(C)CCN(C(=O)c2oc3ccccc3c2C)C1 (centres undefined),0,-7,-4,6,1,2,·,2,2,8
Cc1c(Br)c(C(=O)N2CCc3ccccc32)nn1C,0,6,5,0,-3,3,5,8,0,1
CCCOc1ccc(C2/C(=C(/O)c3ccc(F)cc3)C(=O)C(=O)N2CCCN(C)C)cc1 (centres undefined),5,-1,1,0,-1,1,-1,0,-2,0
COC(=O)[C@@]1(OC(C)=O)CC(OC(C)=O)[C@H](OC(C)=O)[C@H](OC(C)=O)C1Br (some centres undefined),·,·,-2,8,-1,-4,·,7,1,-7
CSc1ccccc1NC(=O)COc1ccccc1C,-5,0,-7,-4,-3,-1,-17,-6,0,-6
Cc1ccc(S(=O)(=O)N2CCN(C(=O)COC(=O)c3nc(Cl)ccc3Cl)CC2)c(C)c1,4,-5,8,5,3,-1,0,0,3,-6
N#Cc1c(N)nc(SCc2ccccn2)c(C#N)c1-c1cccs1,7,8,-18,-4,-5,4,-30,-7,2,-16
CCN(Cc1ccccc1)C(=O)C1CCN(C/C(C)=C/c2ccccc2)CC1,-2,3,-4,-3,4,-1,-2,3,0,2
CC(C)=CCc1c(O)c(CC=C(C)C)c2occ(-c3ccc(O)cc3)c(=O)c2c1O,29,1,-32,1,-5,-16,-38,-15,-1,-22
CN(C)S(=O)(=O)c1ccc(Cl)c(NC(=O)COc2ccccc2[N+](=O)[O-])c1,2,-6,0,2,0,3,0,0,1,3
COc1ccc(N2CCN(S(=O)(=O)c3cnc[nH]3)CC2)cc1,1,0,7,4,3,9,3,-2,-1,5
Cc1ccc(S(=O)(=O)N2CCC(C(=O)N/N=C/c3ccncc3)CC2)cc1,-3,-6,0,-2,-1,4,-9,4,2,1
CC1(C)CC(=O)C=C(c2cccc3c2sc2ccccc23)C1,4,0,-6,4,0,-5,-45,-3,0,-2
O=C(COC(=O)c1cccnc1Cl)NC12CC3CC(CC(C3)C1)C2,0,1,0,-4,1,3,12,6,0,-4
O=C(c1cc2ccccc2o1)N1CCN=C1SCc1cccnc1,0,-6,0,-3,2,5,4,5,4,4
CCCNC(=O)Cn1cnc2sc(C(=O)N3CCN(Cc4ccc5c(c4)OCO5)CC3)c(C)c2c1=O,-4,7,3,4,4,10,7,1,0,-5
CC(C)C[C@H](NC(=O)c1nc[nH]c1C(=O)N1CCc2ccccc2C1)C(=O)OCc1ccccc1,-2,4,-5,-2,1,7,-20,-5,1,-21
CCCCOCCCNC(=O)N[C@H](C(=O)OC)C(C)C,-1,-2,14,5,-3,-1,-1,-13,-4,7
O=C(CC1CCCC1)N1CCCC(Nc2cccc(F)c2)C1 (centres undefined),-7,-6,3,5,-4,1,1,-6,5,3
CCCn1c(=O)cc(N)n(-c2ccc(OC(F)(F)F)cc2)c1=O,4,0,-3,5,7,4,-4,-10,-2,-11
COC(=O)C(C)(C(=O)OC)c1ccc([N+](=O)[O-])cn1,0,2,-2,0,-2,9,9,-7,1,3
O=C(NCc1ccc(Cl)cc1)c1ccc(Cl)cc1[N+](=O)[O-],-2,-15,-2,-4,-1,1,-4,-6,-1,-6
N#CC1(NC(=O)CSc2nnc(-c3ccccc3F)n2N)CCCCC1,1,5,1,-3,2,-5,-2,-2,2,2
CSc1ccccc1NC(=O)Cn1ccsc1=N,-1,7,6,2,2,0,1,-2,1,-4
S=C(NCc1ccccc1)N1CCCCC1,-1,8,-5,-5,2,-2,1,-9,-3,-10
COc1ccc(CNC(=O)CSc2nc3c([nH]2)c(=O)n(C)c(=O)n3C)cc1,0,·,3,4,6,3,·,12,6,-5
CCCCNS(=O)(=O)c1ccc2nc(-c3cccnc3)cc(C(=O)NC3CC3)c2c1,9,2,-10,-5,-4,-2,-3,-7,-2,-3
Cc1ccc(-n2cccc2/C=N/n2cnnc2)cc1Cl,-5,2,-4,3,2,2,2,4,0,-8
C=CCOc1ccc(Br)cc1CNCCCN1CCOCC1,-4,10,-2,-2,0,-9,0,-2,-3,7
N#C/C(=C\c1ccc(Cl)cc1)C(=O)Nc1cccnc1,2,0,5,-1,2,-12,0,15,0,-1
O=C(Nc1nnc(SCc2ccccc2Cl)s1)C1COc2ccccc2O1 (centres undefined),5,-1,-13,-1,0,·,-3,-9,-4,-8
CCN(Cc1nc2ccccc2c(=O)[nH]1)C(=O)C1CC(=O)N(c2cccc3ccccc23)C1 (centres undefined),2,-4,3,3,-8,-4,1,-9,2,4
CC(OC(=O)/C=C/c1ccccc1)C(=O)Nc1ccc(C(N)=O)cc1 (centres undefined),2,2,-8,0,-2,-11,-6,-2,-2,0
COc1ccc(NC(=O)N(C)C[C@H]2Oc3c(NC(=O)Nc4ccc(C(F)(F)F)cc4)cccc3C(=O)N([C@H](C)CO)C[C@@H]2C)cc1,11,0,-33,-5,-2,5,-56,4,-2,-15
N#Cc1ccc(C(=O)OCC(=O)Nc2cccnc2Cl)cc1,5,-2,4,-4,2,-5,8,-11,1,-2
Oc1ccccc1CNc1cccc2cccnc12,4,-8,15,-19,31*,-2,39*,35*,9,47*
O=C(CSc1nnc(-c2cccs2)n1C1CC1)NCC1CCCO1 (centres undefined),2,7,-1,-1,0,2,-6,-9,-1,0
COc1cccc(C2(O)C(=O)Nc3ccccc32)c1 (centres undefined),4,3,-8,0,-1,9,-2,-1,-2,3
Cc1ccc(-n2c3c(cc(C(=O)NCCCN4CCOCC4)c2=O)C(=O)CC(C)(C)C3)cc1,-7,2,19*,-7,1,10,4,5,-2,0
Cc1cc(C)cc(-n2c(SCC(=O)Nc3cccc(S(=O)(=O)NC4=NCCCCC4)c3)nc3ccccc3c2=O)c1,12,-1,-39,4,3,6,-31,-9,-1,-35
O=C(CCOc1ccccc1)Nc1ccc(Br)cc1,1,-8,7,-3,4,-1,-11,-7,0,-4
COc1cc(S(=O)(=O)NCC2CCCO2)c(OC)cc1Cl (centres undefined),1,8,-9,-1,0,-4,5,-8,-3,-9
O=c1[nH]c(=S)[nH]cc1Oc1ccccc1,1,-6,0,1,-3,1,-10,-9,2,3
COc1cccc(-c2nc(NCc3ccco3)c3ccccc3n2)c1O,22,2,6,0,0,23,-5,-14,-1,5
O=C(NCc1ccco1)C(c1ccccc1F)N(CC1CCCO1)C(=O)Cn1nnc2ccccc21 (centres undefined),2,7,2,-2,1,-2,3,5,0,-5
COc1ccc([C@H]2CC(=O)C=C(c3ccc(C)c([N+](=O)[O-])c3)C2)cc1,-3,6,3,1,-3,-2,-28,5,-1,-2
NC(=S)N/N=C\c1c2ccccc2cc2ccccc12,2,5,9,-3,2,-3,-9,1,5,3
